Screening results: PubChem BioAssay, National Center for Advancing Translational Sciences (NCATS)
ASM inhibitor: blocks human secretory acid sphingomyelinase. placental ASM, HMU-PC fluorogenic substrate, 60 min. Potency, µM (highest dose often 57.5 µM), for inactives: at the highest dose activity change, negative = inhibition, most hits filed as inhibitors. actives 0.006% (n = 340,000). AID 504937; also: potency is read from the fitted curve at half-maximal effect
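Human placenta-derived ASM preincubated with compound 10 min at room temperature, then reacted with 9 uM (final) fluorogenic HMU-PC substrate for 60 min at 37 C. Stop solution raises pH to 10; fluorescence read at Ex 386/Em 447 nm.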
PKM2 activator: PKM2 (human) enzyme activation | AID 1631 | actives 0.34% (n = 260,000) | purified PKM2, Kinase-Glo ATP luminescence, activation; response scale: 0% is enzyme alone, no compound | P14618 | Potency, µM (top dose mostly 57.5 µM), without a hit: top-dose activation, hits mostly activators; also: potency is read from the fitted curve at half-maximal effect; % is scaled to controls: 0 for no effect and ±100 for the full control effect; nearly all actives have a fitted effect of over 55% in size
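hPK-M2, >95% pure; 0.1 mM ADP / 0.5 mM PEP final; imidazole pH7.2 buffer w/ 7 mM MgCl2, 50 mM KCl; 1 h RT; Kinase-Glo lum. Intermediate enzyme activity for dual inhibitor/activator qHTS.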
KCNH2 WT inh: KCNH2 (human, wildtype) channel inhibition; U2OS, BacMam KCNH2, thallium flux FluxOr; stronger effect = lower value; activity change, % at 1.84 µM; Q12809; actives 0.37% (n = 340,000);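 active = maximum activity change below -70%; inconclusive = maximum activity change between -70% and -50%; inactive = maximum activity change above -50%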; also: % is scaled to controls: 0 for no effect and ±100 for the full control effect
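U2OS cells transduced with wild-type KCNH2 virus are loaded with FluxOr dye for 45 min, and thallium flux is measured in kinetic reads before and after stimulation buffer. Rate constants are normalized to DMSO controls.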
TSHR antag: human thyrotropin receptor antagonism; activity change, negative = inhibition, % at 11.5 µM; TSHR-expressing cells, TSH-stimulated cAMP HTRF, 2 h; stronger effect = lower value; P16473; actives 0.2% (n = 330,000);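 active = activity change below a set negative limit, meaning inhibition stronger than a set level, cut at about -70% in these data; inconclusive = activity change between two set negative limits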; also: % is scaled to controls: 0 for no effect and ±100 for the full control effect
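Competitive HTRF cAMP read-out (cryptate anti-cAMP antibody, cAMP-d2; 30 min, room temperature) in freshly harvested TSHR cells. Compounds added before TSH at EC80 (4nM final), followed by 2 hours' incubation at 37 deg C.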
MBNL1-CUG inh: MBNL1-poly(CUG) RNA binding inhibition; Q9NR56; TR-FRET MBNL1-His/biotin-(CUG)12 binding, 665/545 ratio; Potency, µM (highest dose often 57.5 µM), without a hit: top-dose activity change, negative = inhibition, hits mostly inhibitors; actives 0.036% (n = 280,000); AID 2675; active = well fitted inhibition curve with a large enough effect in the signal ratio, with a control signal flat, not every such curve was filed as active; inconclusive = small, poorly fitted or top-dose-only effect, or effect the other way, or a change in a side signal; inactive = no such curve, though single readings can be large or run the other way; the % refers to the signal ratio; also: potency is read from the fitted curve at half-maximal effect; % is scaled to controls: 0 for no effect and ±100 for the full control effect
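TR-FRET readout: Ex 340 nm, 665/545 nm emission ratio, normalized to buffer-only (basal) and MBNL1-(CUG)12 controls. Complex of MBNL1-His with Biotin-(CUG)12, compounds 92 nM–58 uM, incubated 60 min at room temperature.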
GALK inhibitor: galactokinase (human) inhibition; P51570; Purified GALK, Kinase-Glo residual ATP luminescence; Potency, µM (series often up to 57.5 µM), for the others: at the top dose activity change, negative = inhibition, actives largely listed as inhibitors; actives 0.007% (n = 270,000); also: potency is read from the fitted curve at half-maximal effect; % is scaled to controls: 0 for no effect and ±100 for the full control effect
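The enzyme phosphorylates galactose (100 uM) using ATP (35 uM); inhibition is detected as higher residual ATP, quantified by bioluminescence after 1 h reaction at room temperature, pH 8.0.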
Chronic BCR inh: chronic active BCR signaling inhibition. Potency, µM (doses to about 46.1 µM), inactives show top-dose ratio change, negative = lower green/red ratio, hits mostly inhibitors. actives 0.05% (n = 340,000). ABC-DLBCL IkBa-CBG/CBR reporter, luminescence ratio, 4 h. AID 493014; active = well fitted inhibition curve with a large enough effect in the signal ratio, with a control signal flat, not every such curve was filed as active; inconclusive = small, poorly fitted or top-dose-only effect, or effect the other way, or a change in a side signal; the % refers to the signal ratio;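 also: potency is read from the fitted curve at half-maximal effect; plate controls were basal doxycycline-induced cells for no effect and cells given 10 µM MG132 for full effect; MG132 reads +100%, hits lower the ratio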
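Doxycycline induced both beetle luciferases in TMD8 lymphoma cells; IKK-driven degradation limits the IkappaBalpha-fused green signal, while red luminescence normalises for cell number and nonspecific effects. Compounds tested up to 46 uM, 4 hrs.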
USP2a inh: inhibitors of human ubiquitin-specific protease USP2a. Potency, µM (top dose mostly 38.3 µM), for the others: at the highest dose activity change, negative = inhibition, most hits filed as inhibitors. USP2 core, Ub-CHOP2 coupled fluorogenic reporter, 485/531. actives 0.01% (n = 330,000). O75604;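 also: potency is read from the fitted curve at half-maximal effect; plate controls were DMSO wells for no effect and full inhibition by NEM control for full effect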
Target sequence (O75604 whole entry, looked up): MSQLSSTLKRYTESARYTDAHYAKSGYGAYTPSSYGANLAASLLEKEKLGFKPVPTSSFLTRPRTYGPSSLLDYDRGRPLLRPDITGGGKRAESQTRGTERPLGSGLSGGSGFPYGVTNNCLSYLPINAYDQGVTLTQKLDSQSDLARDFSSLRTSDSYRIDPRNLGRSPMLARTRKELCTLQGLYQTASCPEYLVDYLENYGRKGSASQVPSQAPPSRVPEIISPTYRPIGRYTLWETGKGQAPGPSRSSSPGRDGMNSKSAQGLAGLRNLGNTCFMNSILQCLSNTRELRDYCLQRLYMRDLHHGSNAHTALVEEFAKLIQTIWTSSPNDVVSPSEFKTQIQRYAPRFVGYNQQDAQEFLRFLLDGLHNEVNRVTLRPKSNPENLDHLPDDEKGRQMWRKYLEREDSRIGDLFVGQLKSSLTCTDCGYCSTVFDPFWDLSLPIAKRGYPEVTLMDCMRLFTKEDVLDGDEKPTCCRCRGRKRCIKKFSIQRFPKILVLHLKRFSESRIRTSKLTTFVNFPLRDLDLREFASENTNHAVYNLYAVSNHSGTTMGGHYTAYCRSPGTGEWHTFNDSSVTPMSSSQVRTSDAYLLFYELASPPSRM
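Deubiquitinase activity read as fluorescence (485/531 nm) after Ub-CHOP2 cleavage activates the enterokinase reporter on its substrate; USP2 core 10nM, Ub-CHOP2 and substrate 25nM each, 30min compound preincubation then 60min RT; data normalized to NEM, curves fitted.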
Menin-MLL TR inh: displaces Texas Red mutant MLL peptide from human menin | actives 0.23% (n = 270,000) | Menin + Texas Red MLL mutant peptide, fluorescence polarization | O00255 | Potency, µM (series often up to 61.6 µM), without a hit: top-dose FP activity change, negative = inhibition, most hits filed as inhibitors; active = well fitted inhibition curve with a large enough effect in the polarisation, with a control signal flat, not every such curve was filed as active; inconclusive = small, poorly fitted or top-dose-only effect, or effect the other way, or a change in a side signal; inactive = no such curve, though single readings can be large or run the other way; the % refers to the polarisation; also: potency is read from the fitted curve at half-maximal effect; % of control where 0% means no effect; many of its hits are not listed in these tables
Mito fusion yeast: blocks mitochondrial division or promotes mitochondrial fusion. S. cerevisiae fusion-defective mutant growth rescue, CellTiterGlo 48 h. Potency, µM (series often up to 46.1 µM), for inactives: at the top dose growth rescue (activation), hits mostly activators. actives 0.23% (n = 320,000). AID 485298;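 also: potency is read from the fitted curve at half-maximal effect; % of control where 0% means no effect; nearly all actives have a fitted effect of over 45% in size; temperature-sensitive fusion mutants such as fzo1-1 at 37 °C on non-fermentable ethanol glycerol medium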
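S. cerevisiae fusion-defective temperature-sensitive mutants (e.g. fzo1-1, mgm1-5) grown 48 h at 37C in YPEG (ethanol/glycerol non-fermentable) medium with 23 nl compound per well; growth rescue read as CellTiterGlo luminescence.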
Eya2 inh: Eya2 (human) phosphatase inhibition | Potency, µM (titrated, usually from 76.9 µM), inactives show top-dose activity, negative = inhibition, most hits filed as inhibitors | O00167 | recombinant Eya2, OMFP fluorescence dephosphorylation (OMFP is methylfluorescein phosphate) | actives 0.006% (n = 330,000); also: potency is read from the fitted curve at half-maximal effect; % is scaled to controls: 0 for no effect and ±100 for the full control effect
Target sequence (O00167 whole entry, looked up): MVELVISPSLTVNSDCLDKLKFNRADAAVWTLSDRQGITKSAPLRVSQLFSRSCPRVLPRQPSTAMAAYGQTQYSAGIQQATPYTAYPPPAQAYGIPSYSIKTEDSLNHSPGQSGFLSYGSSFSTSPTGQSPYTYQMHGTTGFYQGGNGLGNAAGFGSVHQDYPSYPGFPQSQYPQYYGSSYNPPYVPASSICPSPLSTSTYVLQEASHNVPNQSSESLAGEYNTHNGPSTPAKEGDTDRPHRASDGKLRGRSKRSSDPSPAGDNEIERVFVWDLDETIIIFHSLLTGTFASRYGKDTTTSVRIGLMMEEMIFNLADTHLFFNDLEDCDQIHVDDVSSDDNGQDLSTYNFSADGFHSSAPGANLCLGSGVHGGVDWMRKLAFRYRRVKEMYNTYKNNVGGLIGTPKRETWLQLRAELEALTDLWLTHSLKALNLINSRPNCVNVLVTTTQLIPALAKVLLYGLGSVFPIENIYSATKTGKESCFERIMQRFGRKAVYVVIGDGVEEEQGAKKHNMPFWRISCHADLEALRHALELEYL
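Eya2 protein (added as 0.2 uM solution) was preincubated with compound for 10 min at ambient temperature in 50 mM HEPES pH 7.5, 50 mM NaCl, 5 uM MgCl2, 0.05% BSA, 1 mM DTT. OMFP (added at 50 uM) then reacted 10 min; fluorescence read at 485/525 nm.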
* = called active by the depositor; ? = inconclusive; · = not tested or not shown; [ ] = another dose, or the depositor's remark. Unless noted, calls follow the shape of the dose curve; as a rule, active = well fitted curve in the direction sought with a large enough effect; inconclusive = small, poorly fitted or top-dose-only effect, or another doubt; inactive = no such curve, though single readings can be large; an effect the other way counts as inactive or inconclusive.

SMILES	ASM inhibitor	PKM2 activator	KCNH2 WT inh	TSHR antag	MBNL1-CUG inh	GALK inhibitor	Chronic BCR inh	USP2a inh	Menin-MLL TR inh	Mito fusion yeast	Eya2 inh
CCN(CC(=O)NCc1ccc(Cl)cc1)C(=O)c1cc(S(=O)(=O)NCc2ccccc2)ccc1C	-4.8%	-3.1%	18.8	71.6	2.0%	1.2%	-3.5%	-0.7%	1.2%	7.3%	0.2%
O=C(Nc1ccc(F)cc1F)c1ccccc1-c1ccccc1	6.6%	0.6%	2.7	3.6	4.4%	3.3%	7.8%	4.3%	13.9%	13.7%	1.9%
CC(C)(C)NC(=O)C(c1ccc(O)cc1)N(C(=O)CCC(=O)Nc1nccs1)c1ccccc1F (stereo not drawn)	-2.2%	0.2%	10.1	0.8	-4.1%	10.9%	?	3.0%	-0.7%	2.0%	3.4%
CCc1c(C)nc(SC)n(CC#N)c1=O	2.4%	-19.5%	3.5	-1.4	-1.2%	1.2%	-12.0%	1.2%	-2.9%	2.0%	5.1%
CC(C)CCN1CC(=O)N2[C@@H](Cc3c([nH]c4ccccc34)C2(C)C)C1=O	0.1%	·	-11.3	1.8	-1.9%	1.2%	?	-0.3%	9.2%	6.2%	-2.5%
COc1ccc(-c2cc(-n3c(C(F)(F)F)nc4ccccc43)n(CCC#N)n2)cc1	-22.2%	-2.7%	2.7	41.7	-0.5%	-0.9%	-6.8%	-13.4%	?	5.0%	-7.4%
O=C(Cc1coc2cc3c(cc12)CCC3)OCc1cc(=O)n2c(n1)sc1ccccc12	-8.7%	-9.8%	1.2	-12.6	1.2%	0.1%	?	1.0%	?	0.6%	-19.3%
O=S(=O)(c1ccccc1)c1cnc(-c2cccnc2)nc1-c1ccc(Cl)cc1Cl	-12.1%	-2.2%	5.5	-22.1	5.0%	2.1%	3.8%	2.1%	2.6%	5.8%	1.9%
CCOC(=O)c1c(C)nc2sc3c(=O)[nH]cnc3c2c1-c1ccc(OC)cc1	4.4%	-0.2%	3.6	9.0	0.4%[11.5 µM]	·	0.3%	4.9%	-12.8%	·	8.9%
COC(=O)C1=C(Nc2ccccc2NC(=O)CCCC(=O)O)CSC1	2.8%	-4.4%	-4.1	13.6	6.2%	·	-1.6%	0.2%	·	-2.8%	1.5%
O=C(C1CCN(S(=O)(=O)c2ccccc2)CC1)N1CCCCC1	-16.5%	·	-5.1	-5.9	-0.7%	6.7%	2.3%	0.9%	5.8%	-0.2%	5.2%
Nc1c(C(=O)NCc2ccco2)sc2nc3c(cc12)C(=O)CCC3	-15.8%	21.3%	-18.8	-4.9	?	0.1%	?	0.0%	?	-9.9%	-2.3%
COCCN1C(=O)N(c2cccc(C)c2)C(=O)C1CC(=O)Nc1ccc(F)cc1 (stereo not drawn)	-0.7%	-12.0%	-0.8	0.7	-5.2%	-0.2%	?	0.5%	6.3%	0.2%	9.4%
CCOc1ccc(-c2c(C(=O)N/N=C/C3CC=CCC3)nnn2-c2nonc2N)cc1 (stereo not drawn)	-2.0%	·	-0.3	-1.8	0.5%	-1.3%	?	0.0%	·	3.1%	-15.3%
CCOC(=O)C1CCN(CCC(=O)Nc2ccc(Cl)cc2)CC1	-0.8%	-7.6%	38.1	1.9	5.6%	-3.2%	-9.4%	6.4%	·	-2.4%	10.3%
O=C(/C=C/c1ccccc1[N+](=O)[O-])N1CCc2ccccc2C1	-2.8%	-9.3%	-9.8	-1.1	?	-5.5%	-12.8%	-0.4%	-0.1%	0.8%	-14.3%
CC(C)=C1SC(N2CCOCC2)=NC1=O	2.6%	-5.2%	2.5	-7.0	2.1%	-3.8%	2.9%	4.5%	-3.5%	-0.3%	8.4%
O=C(Nc1ccc2c(c1)OCO2)c1ccc[n+]([O-])c1	2.9%	-3.3%	-10.7	-3.2	-16.4%	-1.3%	-3.4%	0.3%	-11.2%	1.8%	5.8%
CN(c1ccccc1)S(=O)(=O)c1ccc(C(=O)N2CCCC(C(F)(F)F)C2)cc1 (stereo not drawn)	-0.3%	0.4%	-1.4	37.2	-5.4%	5.0%	?	0.4%	-17.9%	9.6%	2.1%
Cc1ccc(S(=O)(=O)Nc2ccnc(-c3cccnc3)n2)cc1	-4.8%	0.6%	3.4	-5.5	-13.8%	6.0%	-5.8%	3.6%	-1.6%	6.3%	15.8%
Cc1cccc(/C=N/NC(=O)Cc2ccc(Cl)cc2)c1O	37.1%	0.9%	-15.9	-5.2	1.5%	3.3%	?	3.0%	35.6%[activator]	-9.2%	4.9%
CCCN1CC23C=CC(O2)C(C(=O)O)C3C1=O (stereo not drawn)	3.1%	-8.4%	1.1	-6.1	3.3%	-1.9%	1.0%	-1.4%	-1.1%	-2.2%	8.9%
Cc1ccc(N(C(=O)C2CCCO2)C2C=CS(=O)(=O)C2)cc1Cl (stereo not drawn)	-1.3%	-4.1%	3.6	4.8	-1.6%	-0.7%	1.9%	5.8%	-1.6%	3.8%	-12.7%
CCn1c(SCC(=O)Nc2ccc3c(c2)c2ccccc2n3CC)nnc1-c1cnccn1	-8.0%	-16.8%	5.8	·	7.3%	-0.1%	·	·	19.7%	-3.3%	·
CCCCn1c(CN2CCN(c3ccccc3)CC2)nc2c1c(=O)n(C)c(=O)n2C	-4.8%	6.7%	3.1	-19.4	2.4%	-0.2%	3.9%	1.6%	-28.8%	-0.3%	11.0%
CCOc1ccccc1/C=N/Nc1ccnc(=O)[nH]1	-2.7%	·	-13.8	3.9	1.9%	-0.9%	?	-0.8%	-2.1%	3.2%	-8.0%
Cc1ccc2c(C)c(C(=O)N(C)C(C)c3ccon3)oc2c1C (stereo not drawn)	-1.8%	-0.7%	0.1	21.0	1.2%	-5.2%	-1.0%	1.6%	-16.7%	-2.6%	-3.0%
CCOc1ccc(C(=O)NCc2ccco2)cc1OCC	6.2%	9.6%	-8.7	7.7	-0.7%	1.3%	6.6%	-0.4%	2.4%	-1.7%	-9.6%
CC(NC(=O)c1cccc(S(=O)(=O)N2CCN(Cc3ccccc3)CC2)c1)c1ccc(Cl)cc1 (stereo not drawn)	-1.0%	·	3.1	0.3	·	·	5.6%	-0.3%	·	11.9%	5.6%
CCOC(=O)c1c(NC(=O)Nc2cccc(Cl)c2)sc(C)c1C	-4.0%	-13.7%	-19.7	-6.1	-1.4%	-3.8%	?	3.1%	·	-1.4%	17.5%
O=C(NCCCc1ccccc1)[C@@H]1Cc2ccccc2CN1	2.5%	·	9.6	-1.0	-4.8%	1.3%	-3.2%	-3.7%	?	1.5%	-14.1%
COCCNC(=O)c1c(CS(=O)(=O)c2ccccc2)noc1C(=O)NCc1ccccc1	10.6%	·	-5.7	0.4	·	·	-5.1%	-1.7%	·	-3.2%	6.7%
COc1ccc2c(c1)C=C(CN1CCC(CO)(CCc3ccccc3)CC1)CO2	1.3%	1.0%	-11.0	14.5	-6.9%	6.6%	-7.1%	-3.1%	1.8%	-9.3%	-5.3%
CCC(C)NC(=O)CSc1ccc(Cl)cc1 (stereo not drawn)	4.3%	-1.5%	-5.8	6.8	-5.0%	-2.6%	7.7%	-0.8%	-4.1%	-2.1%	1.5%
COc1cc(CN2CCCC(C(=O)Nc3ccccc3Oc3cccnc3)C2)ccc1F (stereo not drawn)	2.3%	2.2%	-0.3	18.5	-12.0%	-1.9%	-10.3%	3.2%	?	8.9%	6.5%
O=C(Nc1nnc(-c2ccccc2F)s1)c1ccccc1F	-0.5%	·	-1.2	0.2	17.4%	1.0%	?	0.6%	14.6%	7.8%	-6.2%
Nc1ccc(C(=O)OCc2nc3c(ccc4ccccc43)[nH]2)cc1	-5.5%	4.2%	-5.3	0.9	-3.3%	-1.2%	?	1.9%	?	23.6%	-9.1%
Cc1ccc(C)c(C(=O)COC(=O)CNS(=O)(=O)c2ccccc2)c1	-1.6%	·	-7.6	-7.4	1.0%	6.8%	8.0%	2.3%	-5.4%	0.7%	23.5%

This is a subset (hit frequency here may not be typical).
